NCI-60 one-dose screen, 48 h, at 10 µM unless noted. Numbers give growth in % (100 = growth as untreated, 0 = no growth, -100 = all killed).
SK-MEL-5 = SK-MEL-5 melanoma | 80,000 tested, 6.4% active | AID 1794755
SK-MEL-2 = SK-MEL-2 melanoma; 77,000 tested, 4.7% active
M14 = M14 melanoma; 80,000 tested, 6.2% active
MALME-3M = MALME-3M melanoma; 78,000 tested, 5.8% active
A549/ATCC = A549/ATCC NSCLC; 81,000 tested, 3.7% active; AID 1794740
EKVX = EKVX NSCLC; 71,000 tested, 3% active
UACC-62 = UACC-62 melanoma; 81,000 tested, 5.4% active; AID 1794756
UACC-257 = UACC-257 melanoma; AID 1794764; 78,000 tested, 4.4% active
The depositor's hits bear a star; . = not tested or not shown; & = joins results of further samples. Rule for the calls: active = growth percent below 10; inactive = the rest.

no.	structure	SK-MEL-5	SK-MEL-2	M14	MALME-3M
1	CC(C)OCCOCCO	105.5	105.8	106.1	95.0
2	CC[N+]1(CC)CC[N+]2(CCCC(C)CC2)CC1 (stereo unspecified)	103.7	110.1	105.8	97.6
3	CCOC(=O)c1sc(NC(=O)CN2CCC(Cc3ccccc3)CC2)nc1C	.	132.9	101.4	82.4
4	O=C1NCC(Nc2ccc(Br)cc2Cl)C(=O)N1 (stereo unspecified)	103.9	.	93.8	.
5	CC/C=C\C[C@H](O)C/C=C1/C(=O)C=C[C@@H]1C/C=C\CCCC(=O)NC	-94.5*	16.1	6.1*	-27.9*
6	O=C1/C(=C/c2ccccn2)Sc2c(Br)cccc21	94.7	92.4	98.5	99.2
7	O=C(Cc1ccc(F)c(Cl)c1)Nc1cc(C2(C(F)(F)F)CC2)nn1CC(F)(F)F	.	103.8	.	87.6
8	Cc1ccc(C2CC(c3ccc(NC(=S)Nc4ccccc4)cc3)=NN2c2ccc(S(C)(=O)=O)cc2)cc1 (stereo unspecified)	97.7	107.7	107.6	100.5

no.	A549/ATCC	EKVX	UACC-62	UACC-257
1	103.0	110.1	101.9	105.3
2	91.6	100.5	100.2	98.2
3	103.8	.	114.1	126.8
4	121.9	90.7	100.9	159.8
5	-36.7*	23.8	-45.3*	-19.0*
6	88.5	62.8	86.4	.
7	93.1	93.8	86.4	94.4
8	105.6	96.0	103.1	105.9

The results go on.
no.	structure	SK-MEL-5	SK-MEL-2	M14	MALME-3M
9	COc1cc(-c2nccc3[nH]c(-c4ccc5cc[nH]c5c4)nc23)cc(OC)c1OC	-38.4*	15.2	4.3*	21.7
10	O=C(Nn1c(NCC(=O)N2c3ccccc3Sc3ccccc32)nnc1-c1ccc(O)cc1)c1ccc(Cl)cc1	102.7	94.7	92.7	82.2
11	N=C(N)c1ccc(-c2ccc(-c3ccc(Cl)c(Cl)c3)o2)cc1	83.5	101.5	11.8	53.6
12	Cc1oc(-c2cccc(C(F)(F)F)c2)cc1C(=O)Nc1nccs1	96.4	101.9	94.9	82.1
13	O=C(/C=C/c1ccc2nc(-c3ccc(C(F)(F)F)cc3)sc2c1)c1cc(F)cc(F)c1	131.0	.	99.3	88.8
14	S=c1[nH]nc(-c2cc3ccc2CCc2ccc(cc2)CC3)n1Cc1ccccc1	99.9	112.5	101.2	102.4
15	CCOC(=O)c1c[nH]c2ccc([N+](=O)[O-])cc12	106.3	98.9	105.1	.
16	CCCC(O)C(CC)NC(Cc1ccccc1)c1ccccc1 (stereo unspecified)	98.1	101.5	96.3	107.9

no.	A549/ATCC	EKVX	UACC-62	UACC-257
9	-28.5*	30.9	27.4	29.6
10	92.3	91.1	81.2	96.7
11	-6.2*	69.8	93.5	84.5
12	60.2	66.9	90.9	97.5
13	104.0	92.8	98.1	107.2
14	104.9	98.7	100.8	103.7
15	85.9	91.5	102.4	96.6
16	87.3	98.3	81.0	97.9

From entry 1 as far as 3, as listed above:
no.	structure	SK-MEL-5	SK-MEL-2	M14	MALME-3M
1	CC(C)OCCOCCO	105.5	105.8	106.1	95.0
2	CC[N+]1(CC)CC[N+]2(CCCC(C)CC2)CC1 (stereo unspecified)	103.7	110.1	105.8	97.6
3	CCOC(=O)c1sc(NC(=O)CN2CCC(Cc3ccccc3)CC2)nc1C	.	132.9	101.4	82.4

no.	A549/ATCC	EKVX	UACC-62	UACC-257
1	103.0	110.1	101.9	105.3
2	91.6	100.5	100.2	98.2
3	103.8	.	114.1	126.8

Other entries.
no.	structure	SK-MEL-5	SK-MEL-2	M14	MALME-3M
17	CCCCc1nc(Cl)c(CO)n1Cc1ccc(-c2ccccc2-c2nn[nH]n2)cc1	.	125.3	100.8	100.6
18	COCCCNc1nc2ccccc2c2c(=O)c3cc(OC)ccc3sc12	92.7	98.8	101.3	110.0
19	CCN1CCN(c2nc(NNC(=O)c3cccc(OC)c3)nc(N3CCN(C(c4ccccc4)c4ccccc4)CC3)n2)CC1	53.5	75.0	-43.2*	-79.5*
20	O=C(Oc1cccnc1)c1sccc1Nc1ccnc(C(F)(F)F)c1	.	112.9	93.2	101.0
21	COc1ccc(-c2cc(NC(=O)Nc3ccc(C)cc3)no2)cc1	101.0	111.8	96.4	103.8
22	N#CC1=CC2CN(Cc3ccccc3)C1C1C(=O)N(c3ccccc3)C(=O)C21 (stereo unspecified)	93.3	104.7	86.4	110.6
23	COc1ccc(C2CC(c3cccc(OCCCCOc4cccc(C5=NN(C(C)=O)C(c6ccc(OC)cc6)C5)c4)c3)=NN2C(C)=O)cc1 (stereo unspecified)	11.8	59.7	85.3	104.8
24	C=C(C)[C@@H]1CC[C@]2(C=O)CC[C@]3(C)[C@H](CC[C@@H]4[C@@]5(C)CCC(=O)NC(C)(C)[C@@H]5CC[C@]43C)[C@@H]12	100.0	103.9	97.6	107.1

no.	A549/ATCC	EKVX	UACC-62	UACC-257
17	105.4	88.1	101.7	104.0
18	96.7	80.6	78.3	114.6
19	65.3	.	73.5	45.9
20	90.7	89.9	92.5	88.2
21	88.8	92.4	90.0	103.7
22	95.5	94.7	90.7	97.5
23	68.2	46.3	57.1	46.8
24	93.8	93.3	90.5	106.5

Following part:
no.	structure	SK-MEL-5	SK-MEL-2	M14	MALME-3M
25	COC(=O)c1c(C(=O)OC)c2ccc3c4ccccc4ccc3n2c1C(=O)OC	98.3	108.1	101.6	96.0
26	CCCc1cc(=O)[nH]c(-n2nc(N)cc2N)n1	100.8	91.8	97.0	81.7
27	Clc1ccc2nc(O[C@@H]3CCOC3)c(-c3nn[nH]n3)c(-c3ccccc3)c2c1	99.0	98.5	103.7	107.4
28	O=CN1CCN(C=O)C(O)C1O (stereo unspecified)	102.6	90.2	107.2	103.6
29	O=C1CCC(NNC(=S)Nc2ccc(Cl)cc2)N1 (stereo unspecified)	104.9	106.5	117.1	99.4
30	O=C1c2ccccc2C2/C(=C(Br)\C=C\Cc3ccc4c(c3)OCO4)CCCN12 (stereo unspecified)	85.4	103.3	.	110.4
31	CCCCCCCCCCCCCCCCNC(=O)Nc1ccc(Cl)cc1	99.3	105.3	104.7	92.2
32	CC/C(=C(/c1ccc(O)cc1)c1ccc(OCCN(C)C(=O)COCCNC(=O)c2ccc3c(c2)CN([C@@H]2CCC(=O)NC2=O)C3=O)cc1)c1ccccc1	96.6	112.3	101.8	89.7

no.	A549/ATCC	EKVX	UACC-62	UACC-257
25	97.2	97.0	93.6	100.9
26	102.1	.	104.8	98.1
27	108.0	100.3	98.6	107.6
28	106.2	105.8	103.9	109.0
29	99.2	111.2	95.7	100.0
30	95.7	97.7	82.4	104.4
31	113.8	108.2	103.4	116.9
32	82.6	98.2	104.1	90.9

The results go on:
no.	structure	SK-MEL-5	SK-MEL-2	M14	MALME-3M
33	CC/C=C\C/C=C/C=C1/C(=O)C=C[C@@H]1C/C=C\CCCC(=O)OC	70.1	92.6	32.1	35.0
34	CN(C)c1ccc(/C=C2\C(=O)Nc3ccc(Cl)cc32)s1	84.7	98.1	99.7	89.5
35	COC(=O)c1c2c(c(C)[n+]([O-])c1C)C(=O)C(NCc1ccc(F)c(F)c1)=CC2=O	-97.0*	43.1	4.3*	-70.8*
36	COC(=O)C1=CC(=O)N2CCN=C2S1	101.0	129.8	101.3	.
37	CCO/C=N/C1=C(C#N)C(c2ccc(OC)cc2)c2sc3c(CC)cccc3c2O1 (stereo unspecified)	17.6	41.4	16.1	.
38	Cc1cc(Nc2c3ccccc3nc3ccccc23)ccc1NS(C)(=O)=O	43.4	40.7	45.1	44.1
39	CCN(CC)CCOC(=O)c1c(OC)ccc(OC)c1OC	96.7	100.4	97.6	98.1
40	O=C1NC(=Nc2ccc(F)cc2)/C(=C/N2N=C(c3ccc(Cl)cc3)CC2c2ccc(F)cc2)S1 (stereo unspecified)	84.2	99.5	94.7	88.3

no.	A549/ATCC	EKVX	UACC-62	UACC-257
33	80.8	99.4	-6.2*	66.5
34	88.1	67.0	90.1	104.2
35	8.8*	13.0	-15.7*	-30.0*
36	94.5	.	95.5	85.1
37	47.1	47.5	27.6	73.8
38	.	.	57.0	.
39	96.2	98.9	99.4	106.3
40	85.8	77.8	83.6	97.3

Other records follow.
no.	structure	SK-MEL-5	SK-MEL-2	M14	MALME-3M
41	CCN(CCCc1ccccc1)CCCc1ccccc1	105.6&96.5	97.1&98.6	99.5&88.6	95.2&99.0
42	COc1ccc(/C(CSc2nc3[nH]c(=O)n(C)c(=O)c3[nH]2)=N\O)cc1	98.4	118.3	105.6	101.4
43	O=C(Cn1nc(N2CCCCC2)ccc1=O)N1CCOCC1	98.9	104.9	97.4	99.5
44	COc1ccc(OC)c(/C=C/c2nc(SCc3ccccc3)n(-c3ccccc3)n2)c1	104.6	117.0	108.4	117.9
45	CC1CCC(C(C)C)C(OC(=O)c2ccc([N+](=O)[O-])cc2)C1 (stereo unspecified)	98.1	110.7	105.0	116.2
46	CCCCN(C=O)CCCC	97.0	104.2	105.9	92.4
47	CCCc1cccc(CCC)c1NC(=O)Nc1cc(Cl)cc(Cl)c1	94.3	105.9	100.6	87.5
48	COc1cccc(-c2nn(-c3ccccc3)cc2-c2ccnc(NCCCNC(=O)Nc3ccc(Cl)c(Cl)c3)c2)c1	-26.4*	-53.9*	-52.0*	-27.1*

no.	A549/ATCC	EKVX	UACC-62	UACC-257
41	106.6&91.6	96.1	104.7&111.8	99.8&104.8
42	102.6	102.1	104.2	97.3
43	107.8	.	100.6	95.1
44	101.4	103.2	106.8	108.1
45	98.0	111.8	94.2	98.6
46	105.1	97.9	91.5	107.2
47	93.8	108.9	90.0	86.0
48	7.3*	37.8	-29.7*	-29.6*

Next records.
no.	structure	SK-MEL-5	SK-MEL-2	M14	MALME-3M
49	COc1cccc(Cn2c(-c3nonc3NC(C)=O)nc3ccccc32)c1	28.4	.	14.1	42.3
50	COc1ccc(C/C(C)=C(/c2ccc(OCCN3CCCCCC3)cc2)c2ccc(OC(=O)Cc3ccccc3)cc2)cc1	101.3	106.5	101.6	101.1
51	CC(=O)CCC1CCC(C(C)C)CC1 (stereo unspecified)	96.1	96.2	101.4	123.9
52	Cc1cc(C)c(C)c(I)c1C	104.0	92.6	101.3	78.2
53	O=C(NNc1nc(N2CCOCC2)nc(N2CCN(C(c3ccccc3)c3ccccc3)CC2)n1)c1ccccc1	71.5	85.3	99.5	102.0
54	O=C(Nc1ccc(F)cc1)c1nscc1NCc1ccc2c(c1)OCO2	99.9	106.6	108.7	101.6
55	O=C(CSc1nnc(-c2c[nH]c3ccccc23)n1-c1ccccc1)Nc1ccc(C(=O)/C=C/c2ccc(Br)cc2)cc1	90.5	101.2	101.9	98.5
56	CS(=O)(=O)OCCCCCCCCCCCN1CCOCC1	100.5	.	95.7	95.2

no.	A549/ATCC	EKVX	UACC-62	UACC-257
49	41.4	.	45.2	52.7
50	106.3	100.0	103.3	107.8
51	81.7	100.8	103.7	75.3
52	95.8	.	98.5	118.0
53	74.7	78.3	65.5	91.0
54	98.2	.	92.9	103.4
55	89.6	67.4	66.4	109.3
56	97.1	107.4	90.8	102.6

Next section
no.	structure	SK-MEL-5	SK-MEL-2	M14	MALME-3M
57	NC(=O)c1ccc(N=Nc2c(O)c3ccccc3[nH]c2=O)cc1	106.3	117.5	98.8	128.1
58	COc1ccc2nc(Cl)c(C3C(C(N)=O)=C(N)Oc4n[nH]c(C)c43)cc2c1 (stereo unspecified)	98.2	99.5	98.7	104.0
59	COc1ccc2cc(C(=O)NCCc3ccccc3)ccc2c1OC	103.4	96.0	96.5	98.0
60	C/C(Cc1ccccc1)=N/NS(=O)(=O)c1ccc([N+](=O)[O-])cc1	100.6	106.8	.	.
61	Cc1csc(/N=C(N)/N=C(\N)c2cccs2)n1	99.5	106.0	99.1	102.1
62	CCCCCCCCCCCCNC(C(=O)c1ccccc1)c1ccccc1 (stereo unspecified)	.	110.0	90.1	142.5
63	O=C(O)/C=C/C(=O)NCCNC(=O)/C=C/C(=O)O	100.2	103.3	105.4	98.5
64	C=CCON(C)c1ccc([N+](=O)[O-])cc1[N+](=O)[O-]	104.6	102.7	104.8	105.2

no.	A549/ATCC	EKVX	UACC-62	UACC-257
57	100.5	107.8	95.9	26.5
58	97.4	101.6	99.4	97.0
59	76.2	92.7	102.4	85.5
60	120.2	108.8	96.3	105.5
61	102.0	94.2	94.7	103.8
62	106.1	86.4	103.2	105.4
63	92.5	104.7	96.9	94.2
64	86.3	87.1	100.8	82.9

Remaining list, next part
no.	structure	SK-MEL-5	SK-MEL-2	M14	MALME-3M
65	CC1(C)CC(=O)c2c(nn(-c3ccc(Br)cc3)c2-c2cn(-c3ccccc3)nc2-c2ccc(Cl)cc2)C1	103.8	87.6	90.2	98.0
66	CC(C)N(CCCC#N)C(C)C	103.1	120.7	106.8	109.5
67	NC(=Nc1ccccc1)C(N)=Nc1ccccc1	97.7	97.1	95.0	108.2
68	O=C(O)CNCc1ccc(Cl)cc1	99.9	110.5	99.4	96.6
69	O=C(O)C(Cc1c[nH]c2ccc(O)cc12)NCC1(O)OCC(O)C(O)C1O (stereo unspecified)	98.4	107.2	103.4	85.5
70	CCc1c(C)nc2[nH]ncn2c1=O	.	105.2	94.8	100.4
71	O=C(NC1C(O)OC(CO)C(O)C1O)NS(=O)(=O)c1ccc(CCNC(=O)c2ccc(Cl)cc2)cc1 (stereo unspecified)	99.9	105.0	102.2	110.7
72	Cc1ccc2c(c1C)N1OC(C2)C[C@H]1c1cccc2ccccc12 (stereo partly specified)	96.5	.	95.7	.
73	CCc1ccc(Oc2cn[nH]c2-c2ccc(OCc3ccc(Cl)cc3)cc2O)cc1	96.6	91.4	88.8	100.2
74	O=C1[C@H]2Cc3c([nH]c4ccccc34)[C@H](c3ccc(Cl)cc3)N2C(=O)CN1C1CCN(Cc2c(Cl)cccc2Cl)CC1	66.3	105.9	71.5	79.6

no.	A549/ATCC	EKVX	UACC-62	UACC-257
65	89.2	97.6	83.3	104.1
66	93.9	.	95.2	89.2
67	94.2	95.6	91.4	97.5
68	102.5	98.2	94.1	105.5
69	106.9	95.1	93.6	102.9
70	103.7	96.9	100.5	111.0
71	102.4	98.5	99.1	99.3
72	82.2	85.0	84.3	101.6
73	93.5	94.3	84.7	90.6
74	66.9	74.5	88.8	101.0

Compound activity: PubChem, NCI
